Screening data: PubChem BioAssay, several laboratories
RmlCD inh mix: RmlC and RmlD coupled enzyme inhibitors, primary screen, biochemical, 384-well, compound mixtures, retest. RmlC/RmlD coupled enzyme inhibition, 384-well mixture HTS. AID 1532, 2009. inhibition, % at 5.5 µM. 110,000 compounds, 0.39% hits; in the data active = inhibition above about 30%, passing the limit was not always enough; also: strong numbers were not always called active
RT RNaseH block: HIV-1 RT RNase H inhibitors, primary screen, biochemical, fluorescence; Gag-Pol polyprotein (Human immunodeficiency virus type 1 group M subtype B (isolate …; RT-RNase H RNA/DNA duplex cleavage; inhibition, % at 10 µM; 65,000 compounds, 1.9% hits; in the data active = inhibition above about 50%
Active calls of the source: *; i = inactive; . = not tested or not shown; & = joins results of further samples.

Every second line gives: RT RNaseH block	RmlCD inh mix
CS(=O)(=O)N(CC(=O)N1CCCCCC1)c1ccc2c(c1)OCCO2
→ -13	-25
Nc1cccnc1Sc1cccc(Cl)c1
→ .	-11
COC(=O)Cn1nc(-c2ccccc2)c2ccccc21
→ -6	12
COc1ccc(/C(=N/O)C(C)(C)NO)cc1
→ .	20
CN1C(C(=O)NCc2cccc(C(F)(F)F)c2)CC2Cn3c(nc4cc(Cl)c(Cl)cc43)C21 (centres undefined)
→ .	10
O=C(CCSc1nnc(-c2ccncc2)o1)Nc1ccccc1Cl
→ .	-7
O=C(O)[C@H](Cc1ccccc1)N1Cc2ccccc2C1=O
→ -36	.
CC(C)c1ccc(O)c(NC(=O)c2cncc(Br)c2)c1
→ -12	-9
NC(=O)C1CCN(C(c2ccccc2F)c2nnnn2Cc2ccco2)CC1 (centres undefined)
→ -9	-1
Cc1cc(S(=O)(=O)Nc2ccccc2C(=O)O)ccc1Cl
→ -18	-3

(continued)
Every second line gives: RT RNaseH block	RmlCD inh mix
CCN(CC)CCNC(=O)c1ccccc1C(=O)c1ncc[nH]1
→ -13	20
CCCN(CCC)C(=O)CSc1nc2n[nH]c(C)c2c(=N)n1-c1ccc(OC)cc1
→ -13	.
COc1ccccc1NC(=O)COC(=O)c1cnccn1
→ .	-8
Cc1noc(C)c1COC(=O)c1ccc2c(c1)OCCO2
→ -39	154
CCOC(=O)c1sc(NC(=O)CSc2ncccn2)c(C#N)c1C
→ -4	12
O=C1c2ccccc2C(=O)c2c1cccc2N1CCN(CCO)CC1
→ .	3
COc1cc(C2c3c(-c4ccccc4)n[nH]c3C(=O)N2c2ccc(C(=O)O)cc2)ccc1O (centres undefined)
→ .	8
CCSc1nnc(NC(=O)CSc2nnc(Cc3cccn3C)n2CCc2ccccc2)s1
→ -4	15
CCc1cc(C(=O)OC)c(NC(=O)CC2NCCNC2=O)s1 (centres undefined)
→ -5	-12
CCOc1ccc(-n2c(SC)nc3c(c2=O)SCC3)cc1
→ -3	4

Individual results from above.
`COc1cc(C2c3c(-c4ccccc4)n[nH]c3C(=O)N2c2ccc(C(=O)O)cc2)ccc1O` (centres undefined) – RmlCD inh mix: 8
`CCCN(CCC)C(=O)CSc1nc2n[nH]c(C)c2c(=N)n1-c1ccc(OC)cc1` – RT RNaseH block: -13

More compounds.
Every second line gives: RT RNaseH block	RmlCD inh mix
CC(C)OC(=O)CC(=O)c1sc2nc3c(cc2c1N)CN(C)CC3
→ -15	1
CCCCOc1ccc(CNC(=S)N/N=C/c2ccc(OC)c(OC)c2)cc1
→ .	-12
Cc1cccc(OCc2nnc(SCC(=O)N3CCc4ccccc43)n2C)c1
→ -14	5
CN(Cc1ccco1)C(=O)C(Cc1ccccc1)NS(=O)(=O)c1ccc2c(c1)CCC(=O)N2 (centres undefined)
→ -13	8
CC12C=CC3(CN(Cc4ccccc4)C(=O)C3C1C(=O)NCc1ccco1)O2 (centres undefined)
→ -4	8
Cc1ccnc(NC(=O)CCC2CCCCC2)c1
→ -9	-17
COc1ccc(-c2nc(SC)n(C(=O)c3ccco3)n2)cc1
→ 4	6
NCCCC[C@H]1CN=C(N)N1CCc1cccc2ccccc12
→ .	-11
O=c1c2cn[nH]c2[nH]c(=S)n1-c1ccccc1
→ .	-9
Cc1ccc(S(=O)(=O)NC2=NCN(CCOC(=O)c3ccccc3)CN2)cc1
→ .	-2

(list continues)
Every second line gives: RT RNaseH block	RmlCD inh mix
O=C(Nc1ccc(Br)cc1)C1CCC(=O)N1Cc1ccccc1Cl (centres undefined)
→ .	-13
COc1ccc(-c2[nH]ncc2/C=C(/C#N)C(=O)NC2CCCCC2)cc1
→ .	-4
CC(=O)Nc1ccc(N2C(=O)CC(N3CC(C)OC(C)C3)C2=O)cc1 (centres undefined)
→ -75	8
Cc1csc(NC(=O)CSc2nnc(-c3ccco3)n2C)n1
→ -1	-5
CCC(C)[C@H]1CNC(=S)N1CCc1cc(C(F)(F)F)cc(C(F)(F)F)c1 (some centres undefined)
→ .	-1
CC(C)n1cc(C(=O)N(CC(=O)NC(C)(C)C)Cc2ccccc2)cn1
→ .	-13
Cc1cccc(OCC(=O)NC(=S)Nc2ccc(S(=O)(=O)NC3CCCCC3)cc2)c1
→ .	-49
COc1ccc(OC)c(S(=O)(=O)N(C)CC(=O)Nc2ccc3c(c2)OCO3)c1
→ -1	8
Cc1ccc(-c2oc3ncnc(N)c3c2-c2ccc(C)cc2)cc1
→ -7	8
CCC(C)OC(=O)n1ccc(C(=O)Nc2nccs2)n1 (centres undefined)
→ -6	13

(next part)
Every second line gives: RT RNaseH block	RmlCD inh mix
O=C(CSc1ncn[nH]1)N1CCN(S(=O)(=O)c2ccc(Cl)cc2)CC1
→ .	6
CC(C)CNC(=O)c1ccccc1Oc1ccccc1
→ .	-13
CN(C)CC(C)(C)NS(=O)(=O)c1ccc(Cl)cc1
→ 1	0
CCCCCCn1c(SCCCC)nc2c1c(=O)[nH]c(=O)n2C
→ -13	-11
Cc1cc(C)c(NC(=O)c2ccc(CN3CCc4ccccc4C3)cc2)c(C)c1
→ .	-13
O=C(COc1ccc(Cl)cc1)Nc1ccc(Cl)cn1
→ 47	-119
COc1cc2c(c(OC)c1OC)-c1c(cc3c(c1O)OCO3)C[C@@H](C)[C@@H](C)C2
→ .	6
c1ccc(CCc2nc(-c3cccnc3)no2)cc1
→ -21	-9
COC(=O)CSCc1nc2ccccc2[nH]c1=O
→ 7	-9
CC(=O)OC[C@]12CCC(C)=C[C@H]1O[C@@H]1[C@H](O)[C@@H](OC(C)=O)[C@@]2(C)[C@]12CO2
→ .	-16

Further compounds.
Every second line gives: RT RNaseH block	RmlCD inh mix
Cc1nc2ncnn2c(C)c1CCC(=O)N1CCc2ccccc21
→ -2	13
CCCCSc1nc(CCC)cc(=O)[nH]1
→ -26	9
O=C(C(Cc1ccccc1)n1cccc1)N1CCCCC1 (centres undefined)
→ 0	4
Cc1ccc(/C(N)=N/OC(=O)Oc2ccccc2)cc1
→ .	-13
Nc1nc2ccc(S(=O)(=O)N3CCCCC3)cc2s1
→ .	-9
C=CCNc1nc(-c2ccc(Cl)cc2)cs1
→ .	20
CC(NC(=O)CN(C)Cc1nc2ccccc2c(=O)[nH]1)c1ccccc1 (centres undefined)
→ .	-13
C=C(c1ccc(OCCO)cc1)c1ccc(OCCO)cc1
→ 1	-10
CC(=O)Nc1ccc(S(=O)(=O)N2CCN(c3ccccn3)CC2)cc1
→ .	-27
Cc1cccc(NC(=O)N(Cc2nc3ccccc3c(=O)[nH]2)C2CCCC2)c1
→ 4	3

Profiles as entered above. Screens in order: RT RNaseH block | RmlCD inh mix
`C=C(c1ccc(OCCO)cc1)c1ccc(OCCO)cc1` in the list: 1 | -10
`Cc1ccc(/C(N)=N/OC(=O)Oc2ccccc2)cc1` in the list: . | -13
`Cc1cccc(NC(=O)N(Cc2nc3ccccc3c(=O)[nH]2)C2CCCC2)c1` in the list: 4 | 3
`CCCCSc1nc(CCC)cc(=O)[nH]1` in the list: -26 | 9

The list continues:
Every second line gives: RT RNaseH block	RmlCD inh mix
CC1=NN(Cc2ccccc2)C(=O)C1C(c1ccccc1)C(C#N)C#N (centres undefined)
→ .	5
CC1=CCP(=O)(c2ccccc2)C1 (centres undefined)
→ -6	-23
O=C(CNC(=O)c1ccc(Cl)cc1Cl)NCC(=O)Nc1ccccc1N1CCOCC1
→ -3	-1
Cc1ccc(C)c2nc(N3CCCC3)c(C#N)cc12
→ -2	-8
CC1(C)CC(=O)C(C=NCCc2ccccn2)=C(O)C1
→ -2	-7
CCCCOC(=O)C1C2C=C[C@]3(CN(C(C)c4ccc(OC)cc4)C(=O)[C@H]13)O2 (some centres undefined)
→ 3	-8
CCOC(=O)N1CCN(C(=O)CSCC(=O)N=c2sc3ccccc3n2C)CC1
→ 3	8
COc1ccc2nc(NC(=O)c3cc(S(=O)(=O)N4CCOCC4)ccc3C)sc2c1
→ .	0
CCCn1c(O)c(CN2CCCC(C)C2)c(C)c(C#N)c1=O (centres undefined)
→ 0	17
COc1ccc(C2C3=C(CCCC3=O)Nc3nc(SCc4ccc(C(=O)O)cc4)nn32)cc1OC (centres undefined)
→ 6	-10

Other compounds:
Every second line gives: RT RNaseH block	RmlCD inh mix
Cc1sc(-c2ccncc2)nc1OC(=O)c1ccccc1
→ .	-18
O=C(Nc1nnc(-c2ccco2)s1)c1ccccc1
→ 23	-4
CCc1ccc2c(c1)C(C)=CC(C)(C)N2
→ -10	-15
CCC1(CC)C(=O)C2=C3C1[C@H](C(=O)OC)CC(C(=O)OC)C[C@H]3[C@H]1C(=O)N(c3ccccc3)C(=O)[C@H]1[C@H]2C (some centres undefined)
→ .	-3
CCOC(=O)c1c(NC(=O)CSc2nnc(-c3cccnc3)o2)sc2c1CCC2
→ .	-1
O=C(NCCN1CCN(c2ccccc2)CC1)C1(S(=O)(=O)c2ccc(Cl)cc2)CC1
→ -3	-7
CCn1c(SCC(=O)Nc2cccc(C(C)=O)c2)nnc1C(C)C
→ -3	7
CC(=O)OC1(c2ccccc2)CCN(C)C2CCCCC21 (centres undefined)
→ -9	5
CCOC(=O)N1CCC(NCCNC(=O)c2cccs2)CC1
→ 1	8
CC(=O)c1ccc(NC(=O)CN2CCN(c3ncccn3)CC2)cc1
→ .	3

More records:
Every second line gives: RT RNaseH block	RmlCD inh mix
CCN1C(=O)C2C(C1=O)N1C(c3cccs3)C3C(=O)N(CC)C(=O)C3N1C2c1cccs1 (centres undefined)
→ .	5
Cc1ccc(-c2nnn(CC(=O)Nc3ccccc3N3CCOCC3)n2)cc1
→ 5	-7
Cc1[nH]nc2c1C(c1ccoc1)C(C#N)=C(N)O2 (centres undefined)
→ 2	10
N#CCC1c2ccccc2CCN1C(=O)Nc1cccc(Cl)c1 (centres undefined)
→ .	9
Cc1cc(NC(=O)CCC(=O)N(Cc2ccco2)C(C(=O)NC2CCCC2)c2ccccc2C)no1 (centres undefined)
→ .	-12
COc1ccc(C(=O)NC(C)c2cc(OC)c(OC)cc2Br)cc1 (centres undefined)
→ .	-4
COc1cccc(NS(=O)(=O)c2ccc3c(c2)CCCN3C(C)=O)c1
→ .	3
CN(C(=O)CSc1nc(C2CC2)nc2ccccc12)c1nc(-c2ccccc2)cs1
→ .	6
COc1cccc(/C=N/NC(=O)CC(=O)NCCc2ccc(OC)c(OC)c2)c1
→ .	-5
CCCCC1=CC2=C(c3ccco3)C(=O)C(C)(OC(=O)c3ccc(OC)cc3)C(=O)C2=CN1CCCOC(C)C (centres undefined)
→ .	4

Arranged by formula weight (falling): 3 of the compounds above.
Every second line gives: RT RNaseH block	RmlCD inh mix
COc1cccc(/C=N/NC(=O)CC(=O)NCCc2ccc(OC)c(OC)c2)c1
→ .	-5
CC(=O)OC[C@]12CCC(C)=C[C@H]1O[C@@H]1[C@H](O)[C@@H](OC(C)=O)[C@@]2(C)[C@]12CO2
→ .	-16
CN(C)CC(C)(C)NS(=O)(=O)c1ccc(Cl)cc1
→ 1	0

(cont.)
Every second line gives: RT RNaseH block	RmlCD inh mix
Cc1cccc(N2CCc3c2nc2ccccc2c3N)c1
→ 10&0	-3&-127
CC(=O)c1c(C)n(C)c2ccc(O)cc12
→ .	3
CC(=O)NC(CC(=O)Nc1cccc(S(=O)(=O)N2CCCCC2)c1)c1ccccc1 (centres undefined)
→ .	-7
COc1cccc(NC(=O)Nc2ccc3c(c2)N(C)C(=O)CS3)c1
→ .	i
Cc1ccc(NC(=O)C2CCCN2S(=O)(=O)c2ccc3c(c2)CCC(=O)N3)cc1Cl (centres undefined)
→ -13	-4
CC(=O)Nc1ccccc1NS(=O)(=O)c1ccc(Cl)cc1
→ .	5
C=CCn1c(=O)c2ccccc2n2c(SCc3csc(-c4ccccc4)n3)nnc12
→ -26	.
c1ccc(-c2nnc(-c3ccco3)o2)cc1
→ -26	4
C[N+](C)(C)CC/C=C1/c2ccccc2CSc2ccccc21
→ .	-9
Cn1c2ccccc2c2cc(C(=O)O)ccc21
→ .	-5

Other results follow:
Every second line gives: RT RNaseH block	RmlCD inh mix
Cc1ccc(S(=O)(=O)N(CC(=O)N/N=C/c2cccc3c2OCCO3)c2ccccc2F)cc1
→ .	-20
COc1ccc(Cn2c(=O)[nH]c3cc(C(=O)NCCCN4CCCC4=O)ccc3c2=O)cc1
→ -77	5
COc1ccc(CNC(=O)C2CCN(S(=O)(=O)N3CCOCC3)CC2)cc1
→ 1	-3
CCCCN1C(=O)C(=O)NC[C@@H]1C(C)O (some centres undefined)
→ .	6
COc1cc(-n2c(=O)c3ccccc3n(Cc3ccccc3)c2=O)cc(OC)c1OC
→ .	-7
Cc1ccc(-n2ncc3c(=O)n(CC#N)cnc32)cc1
→ -8	5
CCn1c2ccccc2c2cc(C3C(C#N)=C(N)Oc4n[nH]c(COC)c43)ccc21 (centres undefined)
→ -32	-15
COc1ccc(CCNC(=O)C2CCCCC2C(=O)O)cc1OC (centres undefined)
→ -31	-4
O=C(NC1CCCCC1)C(c1ccco1)N(CCc1ccccc1)C(=O)C(F)(F)F (centres undefined)
→ .	5
COC(=O)c1sc(S(=O)(=O)N2CCCCC2C(=O)O)c(C(=O)OC)c1C (centres undefined)
→ .	2

Next section:
Every second line gives: RT RNaseH block	RmlCD inh mix
CCc1c(C)sc(NC(=O)C2CC2c2ccccc2)c1C(N)=O (centres undefined)
→ .	-12
CC(C)Sc1cc(N2CCCC2)nc(-c2ccc(F)cc2)n1
→ .	-10
Cc1cc2oc(=O)cc(CN3CCCc4ccccc43)c2cc1C
→ 6	9
COc1cc2c(cc1OC)CN(C(=O)c1cc3ccccc3oc1=O)CC2
→ -4	-18
COc1cc([N+](=O)[O-])cc(CN2CCCCC2)c1O
→ .	13
COC(=O)/C(C(C)=O)=C(/C=C/C=C/N(C)C)N(C)C
→ .	11
CCCn1nnnc1NC(=O)c1cccs1
→ .	7
Cc1ccc(C)c2[nH]c(=O)c(CN(CCN3CCCC3)C(=O)Nc3cccc(Cl)c3)cc12
→ -3	12

Some of the compounds tested (hit frequency here may not be typical).
